CSN inh = blocks human CSN-mediated cullin deneddylation. hit rate 0.38% among 360,000. Q92905. inhibition, % at 12.5 µM. Purified CSN, SCF-Nedd8-OG deneddylation, fluorescence polarization. AID 651999;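 active = pattern-corrected inhibition above about 35%, with an unprinted fluorescence ratio check between 0.5 and 1.5, limit read from the data, passing the limit was not always enough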;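 also: 0% = enzyme with substrate and 100% = substrate without enzyme; some results filed as inactive read as strong as hits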
Target sequence (Q92905 whole entry, looked up, one chain of several): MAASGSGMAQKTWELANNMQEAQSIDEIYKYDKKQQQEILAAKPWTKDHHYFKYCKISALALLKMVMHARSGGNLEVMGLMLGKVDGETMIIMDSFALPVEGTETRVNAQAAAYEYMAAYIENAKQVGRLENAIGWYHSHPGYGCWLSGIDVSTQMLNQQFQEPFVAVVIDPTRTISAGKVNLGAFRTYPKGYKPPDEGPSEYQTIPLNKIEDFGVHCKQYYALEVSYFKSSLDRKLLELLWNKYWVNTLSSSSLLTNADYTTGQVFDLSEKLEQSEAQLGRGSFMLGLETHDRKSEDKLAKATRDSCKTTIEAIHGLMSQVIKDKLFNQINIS
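Detection – fluorescence polarization · System – HEK293T-derived human Csn5 enzyme · Controls – substrate-only high control, full reaction low control · Timing – 90 min, room temperature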
NadD block = NadD (S. aureus) enzyme inhibition | purified NadD enzyme, colorimetric absorbance read-out | hit rate 0.78% among 360,000 | inhibition, % at 20 µM; in the data active = inhibition above about 26%; also: some compounds past the cut are filed as inactive
MT1-MMP act inh = blocks activation of human MT1-MMP | HT1080 RFP-PRO-GFP cells, GFP/RFP ratio fluorescence, overnight; percent of plate control window, DMSO zero | GFP/RFP ratio change, % at 20 µM | hit rate 0.061% among 360,000;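 active = GFP/RFP ratio change of at least 30% with cell ATP level not reduced by more than half and red fluorescence within 50% of control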; also: strong numbers were not always called active
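Assay system: HT1080 RFP-PRO-GFP cells. Benchmarks: DMSO vehicle wells and RFP-L50D-GFP reporter cell wells. Times: overnight cell settling, then overnight compound exposure, 37 °C, 5% CO2. Compound: 20 µM single dose, 1% DMSO. Read-out basis: GFP/RFP fluorescence ratio.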
SKN-1 block = C. elegans SKN-1 inhibition; C. elegans VP596 Pgst-4::GFP/RFP ratio, acrylamide-induced, 24 h; inhibition, % at 21.8 µM; hit rate 0.49% among 360,000;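 active = interference check ratio from 0.5 to 1.5 plus GFP to RFP signal ratio inhibition reaching or exceeding a fixed threshold, cut at about 30% in these data, passing the limit was not always enough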; also: some compounds called inactive have numbers as strong as hits
Neddylation inh = blocks human cullin neddylation; hit rate 0.58% among 360,000; AID 651699; P61081+Q13564; calls only at 25 µM; TR-FRET cullin neddylation, biochemical; in the data active = inhibition above about 36%
Target sequence (P61081 whole entry, looked up): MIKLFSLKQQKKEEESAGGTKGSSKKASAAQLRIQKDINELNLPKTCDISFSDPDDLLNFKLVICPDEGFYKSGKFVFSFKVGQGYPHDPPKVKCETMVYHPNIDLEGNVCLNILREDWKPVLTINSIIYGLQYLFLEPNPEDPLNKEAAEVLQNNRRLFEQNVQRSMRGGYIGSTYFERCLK
Target sequence (Q13564 whole entry, looked up): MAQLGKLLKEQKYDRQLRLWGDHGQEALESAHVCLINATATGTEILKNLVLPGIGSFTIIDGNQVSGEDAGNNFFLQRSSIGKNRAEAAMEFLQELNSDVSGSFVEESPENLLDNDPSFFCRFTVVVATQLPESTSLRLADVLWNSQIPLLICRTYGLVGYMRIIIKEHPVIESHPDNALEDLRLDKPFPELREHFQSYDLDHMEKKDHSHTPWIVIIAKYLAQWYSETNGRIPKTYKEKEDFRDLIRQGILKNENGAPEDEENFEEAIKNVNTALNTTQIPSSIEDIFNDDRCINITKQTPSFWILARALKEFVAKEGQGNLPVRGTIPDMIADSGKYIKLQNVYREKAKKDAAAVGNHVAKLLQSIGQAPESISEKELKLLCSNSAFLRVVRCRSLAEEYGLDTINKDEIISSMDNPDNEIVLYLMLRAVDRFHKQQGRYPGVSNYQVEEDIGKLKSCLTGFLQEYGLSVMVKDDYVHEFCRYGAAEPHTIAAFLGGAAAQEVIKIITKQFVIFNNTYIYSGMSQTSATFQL
MLLE-PAM2 inh = inhibitors of microRNA-mediated deadenylation, human PABP1 MLLE binding; P11940; GST-MLLE / FITC-PAM2 fluorescence polarization; inhibition, % at 20 µM; hit rate 0.36% among 360,000; in the data active = inhibition above about 35%, passing the limit was not always enough;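 also: plate controls were DMSO wells with GST-MLLE for no effect and wells lacking GST-MLLE protein for full effect; some results filed as inactive read as strong as hits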
FAS-TE inh = blocks the thioesterase domain of human fatty acid synthase; P49327; recombinant FAS-TE, OMFH fluorogenic substrate, fluorescence endpoint; inhibition, % at 15 µM; hit rate 0.67% among 360,000; AID 602261;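 active = compounds whose normalised, plate-corrected inhibition of enzyme fluorescence in the single-dose primary screen is 50% or more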;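 also: 0% = DMSO with enzyme and 100% = substrate without enzyme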
Rin1-Abl PPI inh = human Rin1-Abl interaction inhibition; P00519+Q13671; TR-FRET Rin1/Abl binding, biochemical; inhibition, % at 7.35 µM; hit rate 0.4% among 360,000; in the data active = inhibition above about 5%, passing the limit was not always enough
Rpn11 inh = Rpn11 (human) deubiquitinase inhibition; O00487; hit rate 0.59% among 360,000; human 26S proteasome, Ub4-pepOG fluorescence polarization; 20S core pre-blocked with epoxomicin; calls only at 20 µM;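 active = inhibition at 20 µM, scaled to each plate's controls, above about 33%, limit read from the data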
* hit, by the source's call; i = inactive; / = not tested or not shown; + = active, no number.

1	O=C(CCNC(=O)c1ccco1)Nc1ccc(OC(F)(F)F)cc1
2	Cc1ccc(CNC(=O)CS(=O)Cc2nc(-c3cccs3)oc2C)cc1 (centres undefined)
3	COc1cccc(-c2noc(-c3ccc(Br)o3)n2)c1
4	Cc1c(C(=O)NCc2cccc(C(F)(F)F)c2)sc(=O)n1Cc1ccccc1F
5	COc1ccc(Cl)cc1NC(=O)CSc1nnc(CN2CCOCC2)n1-c1ccc(Cl)cc1
6	CC(CCc1ccccc1)NC(=O)CCNS(=O)(=O)c1ccccc1C(F)(F)F (centres undefined)
7	O=C(CSC(=S)N1CCCC1)N(Cc1nnc(-c2ccccc2Cl)o1)C1CC1
8	CCCCNC(=O)Cn1nc([N+](=O)[O-])c([N+](=O)[O-])c1C
Assay by compound	1	2	3	4	5	6	7	8
Neddylation inh	i	i	i	i	i	i	i	i
CSN inh	-2	3	1	-3	10	0	3	-3
Rpn11 inh	i	i	i	i	i	i	i	i
MLLE-PAM2 inh	-4	11	4	-3	-5	8	16	-3
FAS-TE inh	-2	-5	19	24	8	3	0	-5
SKN-1 block	-9	-12	20	6	0	1	9	-8
Rin1-Abl PPI inh	5	3	-9	-3	1	1	-1	-2
MT1-MMP act inh	-2	/	6	-3	2	0	1	0
NadD block	-6	-2	-10	-4	11	-1	-4	-2

9	O=C(/C=N/O)Nc1ccc(F)cc1
10	CC(C)Cc1nnc(NC(=O)CCC(=O)N2CCOCC2)s1
11	CC(=O)c1ccc(C(C)(C)c2ccc(C(C)=O)s2)s1
12	Cc1sc2ncnc(SCC(=O)NC3CCS(=O)(=O)C3)c2c1C (centres undefined)
13	COc1ccc(-n2c(=S)[nH]c3cc(C(=O)NCc4ccc(F)cc4)ccc3c2=O)c(OC)c1
14	CCCCCCCCCCCCC/C=C/[C@@H](O)[C@@H](N)CO
15	CCNC(=O)C/C(C)=N/NC(=O)C12CC3CC(CC(C3)C1)C2
16	O=C(Nc1ccccc1Cl)c1cc(C2CCCN(S(=O)(=O)c3cccs3)C2)on1 (centres undefined)
Assay by compound	9	10	11	12	13	14	15	16
Neddylation inh	i	i	i	i	i	i	i	i
CSN inh	-2	0	3	-2	0	41*	0	0
Rpn11 inh	i	i	i	i	i	i	i	i
MLLE-PAM2 inh	2	-2	6	-10	21	0	-3	3
FAS-TE inh	-21	-10	-2	-6	-3	-27	-11	24
SKN-1 block	-6	8	-24	13	20	6	-22	10
Rin1-Abl PPI inh	2	-3	0	-4	2	1	2	3
MT1-MMP act inh	-1	0	4	-3	3	1	-2	-2
NadD block	-2	-2	-2	4	12	19	3	-3

17	NC(N)=Nc1ccc(C=C2C=Cc3ccccc32)cc1
18	Cc1ccc(NC(=O)c2cccc(S(=O)(=O)N3CCN(C)CC3)c2)cc1F
19	CC(CNS(=O)(=O)c1ccc(Br)cc1)CN(C)C (centres undefined)
20	Cc1cccc(-c2cc3c(nn2)-c2ccccc2C3=O)c1
21	CC(C(=O)Nc1ccc(F)cc1Cl)N(C)CCOc1ccccc1 (centres undefined)
22	COc1ccc(-c2cc(C(F)(F)F)nc(S(C)(=O)=O)n2)cc1
23	NS(=O)(=O)c1cc(C(=O)OCC(=O)Nc2ccccc2[N+](=O)[O-])ccc1Cl
24	CCc1nccn1CCC(=O)N1CCCC(N2CCN(c3ccccc3F)CC2)C1 (centres undefined)
Assay by compound	17	18	19	20	21	22	23	24
Neddylation inh	i	i	i	i	i	i	i	i
CSN inh	4	3	-4	7	3	0	-3	-3
Rpn11 inh	i	i	i	i	i	i	i	i
MLLE-PAM2 inh	-4	-1	-14	-14	-3	15	-32	-4
FAS-TE inh	-10	-1	-4	10	19	10	3	-5
SKN-1 block	-1	3	9	9	-2	-19	6	6
Rin1-Abl PPI inh	-5	1	0	-5	1	1	0	-4
MT1-MMP act inh	-5	3	-2	-3	-5	-4	0	-2
NadD block	2	-3	-3	0	-1	-4	-4	0

25	COc1ccc(Cl)cc1NC(=O)COC(=O)C1CC1
26	NC(=O)c1nn2c(C(F)(F)F)cc(-c3ccccc3)nc2c1Br
27	CN(CC(=O)Nc1ccccc1Cl)C(=O)COC(=O)c1ccc(S(=O)(=O)C(F)F)cc1
28	Cc1cccc(CNC(=O)C2CCC(=O)N(Cc3ccccc3F)C2)n1 (centres undefined)
29	CCC(C(=O)NC1CC1)n1nc(C)c2c(C)n(-c3ccccc3)nc2c1=O (centres undefined)
30	O=C(Nc1cccc([N+](=O)[O-])c1)c1ccc([N+](=O)[O-])o1
31	CC(O)CNCCCOc1ccc(Cl)cc1C(C)(C)C (centres undefined)
32	COc1ccc(CCNC(=O)CC2Nc3cc(C)c(C)cc3NC2=O)cc1OC (centres undefined)
Assay by compound	25	26	27	28	29	30	31	32
Neddylation inh	i	i	i	i	i	i	i	+
CSN inh	1	0	3	1	-2	0	-6	4
Rpn11 inh	i	i	i	i	i	i	i	i
MLLE-PAM2 inh	4	-17	9	7	-12	1	10	-24
FAS-TE inh	-6	0	1	-3	-2	2	-3	-3
SKN-1 block	-24	-13	-9	-1	3	6	0	8
Rin1-Abl PPI inh	4	0	-2	2	-1	-2	-3	-3
MT1-MMP act inh	-1	1	3	-1	-2	14	/	0
NadD block	2	-7	-3	-2	4	3	-5	5

33	CC1CN(S(=O)(=O)c2cccc(C(=O)OCC(=O)Nc3ccc4c(c3)OCO4)c2)CC(C)O1 (centres undefined)
34	Cc1nc(-c2cn[nH]c2-c2ccc(O)cc2O)cs1
35	CC(=O)Nc1cccc(-c2ccnc3c2CC(C(=O)NCCc2ccccc2)O3)c1 (centres undefined)
36	COc1ccc(S(=O)(=O)N2N=C(c3cccc(NS(C)(=O)=O)c3)CC2c2ccco2)cc1 (centres undefined)
37	C=CCc1ccc2oc(C(=O)OCC)cc(=O)c2c1O
38	COc1ccc(N2C(=NC(=O)c3ccc(Br)cc3)SC3CS(=O)(=O)CC32)cc1 (centres undefined)
39	Cc1noc(C)c1CSCC(=O)OCc1nnc(-c2ccc([N+](=O)[O-])cc2)o1
40	O=C(Nc1ccc(Cc2ccncc2)cc1)c1cccc([N+](=O)[O-])c1
Assay by compound	33	34	35	36	37	38	39	40
Neddylation inh	i	i	i	i	i	i	i	i
CSN inh	1	-5	-3	3	0	-4	-4	1
Rpn11 inh	i	i	i	i	i	i	i	i
MLLE-PAM2 inh	-34	-8	-4	9	-6	-12	5	-1
FAS-TE inh	2	-13	-5	10	8	2	39	66*
SKN-1 block	44*	2	13	20	2	-2	-19	9
Rin1-Abl PPI inh	0	0	0	-4	2	-1	1	3
MT1-MMP act inh	-7	-2	13	-3	1	-2	-3	1
NadD block	8	-3	0	4	1	-1	6	0

41	CCN(CC)CCN1C(=O)c2oc3ccc(F)cc3c(=O)c2C1c1ccncc1 (centres undefined)
42	COc1ccc(CN2CCN(C(=O)c3ccccc3F)CC2)c(OC)c1OC
43	CC1(c2ccccc2)NC(=O)N(CC(=O)Nc2ccc(S(N)(=O)=O)cc2)C1=O (centres undefined)
44	CC(C)C(C(=O)Nc1ccncc1)c1ccc(Cl)cc1 (centres undefined)
45	CC(C)N(Cc1ccccc1)C(=O)CC(=O)N(Cc1ccccc1)C(C)C
46	Cc1cc(/C=C(\C#N)C(=O)NCc2cccs2)c(C)n1-c1ccccc1F
47	COc1cccc(C2CC(=O)Nc3cc(OC)c(OC)c(OC)c32)c1OC (centres undefined)
48	Cc1ccc(NC(=O)C2CCCN(S(=O)(=O)c3ccc4[nH]c(=O)ccc4c3)C2)c(C)c1 (centres undefined)
Assay by compound	41	42	43	44	45	46	47	48
Neddylation inh	i	i	i	i	i	i	i	i
CSN inh	-4	2	2	5	-1	9	8	2
Rpn11 inh	i	i	i	i	i	i	i	i
MLLE-PAM2 inh	-14	-3	-10	10	-13	6	2	-7
FAS-TE inh	0	-3	-1	3	-1	27	-4	-7
SKN-1 block	-10	6	11	-3	8	23	-9	4
Rin1-Abl PPI inh	1	3	4	3	1	-1	3	2
MT1-MMP act inh	-3	0	-3	-4	-2	-1	4	0
NadD block	-6	2	0	-7	4	-3	-8	7

49	CCC1(C2C=COC=C2)NC(=O)NC1=O (centres undefined)
50	COCCCN(C(=O)CSCc1c(C)noc1C)c1c(N)n(Cc2ccccc2)c(=O)[nH]c1=O
51	Cc1ccc(C(=O)CSc2nnc(N)s2)c(C)c1
52	Cc1ccc(NC(=O)Cc2noc3ccccc23)nc1
53	O=S(=O)(c1ccc(F)c(F)c1F)N1CCN(C(=S)NC2CC3CCC2C3)CC1 (centres undefined)
54	CCOC(=O)[C@H]1[C@H]2COc3ccc(C)cc3[C@@H]2N2C(=O)CN(Cc3ccc(Cl)cc3)C(=O)[C@@]12C
55	COc1ccc(-c2nnc(NC(=O)c3ccc(F)cc3)o2)cc1
56	COc1ccc(NC(=O)CC(C)c2ccccc2)c([N+](=O)[O-])c1 (centres undefined)
Assay by compound	49	50	51	52	53	54	55	56
Neddylation inh	i	i	i	i	i	i	i	i
CSN inh	-7	4	0	-1	-4	-3	1	-10
Rpn11 inh	i	i	i	i	i	i	i	i
MLLE-PAM2 inh	8	1	14	-4	-127	8	9	4
FAS-TE inh	-2	-8	-4	0	3	37	-2	0
SKN-1 block	16	11	-5	-2	-4	-4	-1	9
Rin1-Abl PPI inh	-2	1	1	0	-2	4	2	-3
MT1-MMP act inh	6	-6	0	-1	-1	-1	5	3
NadD block	3	0	0	-4	4	-8	3	-1

Part of the list above in order of heavy-atom count, largest number first:
50	COCCCN(C(=O)CSCc1c(C)noc1C)c1c(N)n(Cc2ccccc2)c(=O)[nH]c1=O
56	COc1ccc(NC(=O)CC(C)c2ccccc2)c([N+](=O)[O-])c1 (centres undefined)
51	Cc1ccc(C(=O)CSc2nnc(N)s2)c(C)c1
Assay by compound	50	56	51
Neddylation inh	i	i	i
CSN inh	4	-10	0
Rpn11 inh	i	i	i
MLLE-PAM2 inh	1	4	14
FAS-TE inh	-8	0	-4
SKN-1 block	11	9	-5
Rin1-Abl PPI inh	1	-3	1
MT1-MMP act inh	-6	3	0
NadD block	0	-1	0

By substructure, the compounds so far with an NH in an aromatic ring
13	COc1ccc(-n2c(=S)[nH]c3cc(C(=O)NCc4ccc(F)cc4)ccc3c2=O)c(OC)c1
34	Cc1nc(-c2cn[nH]c2-c2ccc(O)cc2O)cs1
48	Cc1ccc(NC(=O)C2CCCN(S(=O)(=O)c3ccc4[nH]c(=O)ccc4c3)C2)c(C)c1 (centres undefined)
50	COCCCN(C(=O)CSCc1c(C)noc1C)c1c(N)n(Cc2ccccc2)c(=O)[nH]c1=O
Assay by compound	13	34	48	50
Neddylation inh	i	i	i	i
CSN inh	0	-5	2	4
Rpn11 inh	i	i	i	i
MLLE-PAM2 inh	21	-8	-7	1
FAS-TE inh	-3	-13	-7	-8
SKN-1 block	20	2	4	11
Rin1-Abl PPI inh	2	0	2	1
MT1-MMP act inh	3	-2	0	-6
NadD block	12	-3	7	0

(list continues)
57	COc1ccc(C(=O)Nc2nccs2)cc1
58	COc1ccc(Oc2c(Cl)cnn(-c3ccc(F)cc3)c2=O)cc1
59	Cc1nc2ncnn2c(C)c1CCC(=O)O
60	COc1ccc(C(CNC(=O)c2cc(S(=O)(=O)NCc3ccccc3)ccc2C)N2CCOCC2)cc1 (centres undefined)
61	Cc1ccc(C(=O)Nc2onc(C)c2C#N)cc1
62	COC(=O)/C=C1/S/C(=N/NC(=O)c2ccc(OC)cc2)NC1=O
Assay by compound	57	58	59	60	61	62
Neddylation inh	i	i	i	i	i	i
CSN inh	0	4	1	0	2	3
Rpn11 inh	i	i	i	i	i	i
MLLE-PAM2 inh	1	9	8	4	-5	-24
FAS-TE inh	-5	4	-3	-4	-8	-6
SKN-1 block	15	-13	-17	2	-29	-2
Rin1-Abl PPI inh	-1	-4	2	-1	1	0
MT1-MMP act inh	-3	-3	-1	0	0	-2
NadD block	-5	-5	-1	-1	1	7
